# Screens from PubChem BioAssay.
# Cneo AK release = Cryptococcus neoformans lysis via adenylate kinase release; 360,000 compounds, 0.2% hits; C. neoformans lysis, adenylate kinase release luminescence, 4 h; normalised: neutral wells 0, clomiphene wells 100; AID 651654; lysis activity, % at 15 µM;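 active means mean lysis activity across replicates of at least 80%, whatever share of replicates individually reach that level; inactive means mean lysis activity below 80%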
#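 Schedule: static 4 h at 37 °C with compound, 1 h detection; system: C. neoformans cells; benchmarks: Clomiphene as positive control; buffer or medium: fresh YPD medium; measure: luminescence rise reflecting yeast cell lysis; measured by: luminescent adenylate kinase detection reagent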
# PGC1a acetyl inh = lowers PGC1a acetylation signal in U2OS cells | AlphaScreen anti-acetyl-lysine; with virally co-expressed GCN5 acetyltransferase | AID 651687 | inhibition, % at 15.6 µM | 350,000 compounds, 0.17% hits;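 active means every replicate shows inhibition of at least 40%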;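 further: 0% = neutral control wells and 100% = positive control wells; some results beyond the cut were filed as inactive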
# FN deposition inh = fibronectin deposition inhibition | AH1F fibroblasts, Alexa488-fibronectin deposition fluorescence, overnight | inhibition, % at 12.6 µM | 350,000 compounds, 0.086% hits | AID 743247;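 active means mean inhibition across replicates of 30% or more, regardless of how many single replicates reach that level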;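 further: positive control wells lacked labelled fibronectin entirely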
#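 test system = AH1F fibroblasts assembling fluorescent fibronectin matrix | quantity = 10000 AH1F cells per well | buffer or medium = DMEM plus 2% serum, read in PBS | doses = single dose, pinned | incubation = 1 h cell attachment, overnight exposure to compound and label | detection = fluorescence at 485 nm excitation, 525 nm emission | read-out basis = inhibition from reduced deposited-fibronectin fluorescence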
# PAX8 reporter = lowers PAX8-driven luciferase in RMG-I cells; RMG-I TPO-luciferase reporter, SteadyGlo, 24 h; inhibition, % at 12.6 µM; 360,000 compounds, 1.2% hits; AID 652154;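 active means mean replicate inhibition at least 60% with every replicate also reaching 60%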;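 further: luciferase light reporting Pax8 driven TPO promoter activity; plate controls were median of neutral control wells for no effect and mitoxantrone controls for full effect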
# Casp6 inh = blocks human caspase-6 cleavage activity. purified caspase-6, Z-VEID-R110 cleavage fluorescence. inhibition, % at 12.5 µM. 350,000 compounds, 0.53% hits;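 active means mean inhibition across replicates at least about 35%, with every replicate also reaching that limit, limit read from the data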;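 further: 0% = median of neutral control wells and 100% = no fluorescence left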
# Target sequence (P55212 24-179 limits assumed): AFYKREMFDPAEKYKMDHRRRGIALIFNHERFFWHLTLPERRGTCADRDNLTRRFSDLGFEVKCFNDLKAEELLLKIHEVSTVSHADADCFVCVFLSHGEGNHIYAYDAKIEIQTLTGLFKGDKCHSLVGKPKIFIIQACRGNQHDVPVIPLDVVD
# Target sequence (P55212 194-293 limits assumed): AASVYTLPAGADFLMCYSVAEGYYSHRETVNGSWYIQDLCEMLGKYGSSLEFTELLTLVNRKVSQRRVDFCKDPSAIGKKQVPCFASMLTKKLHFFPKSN
# EWS-Fli inh = EWS/Fli transcriptional activity inhibition; A673 NR0B1-luciferase reporter, viability-normalised; inhibition, % at 12.6 µM; 350,000 compounds, 0.67% hits; AID 651661;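 active means mean inhibition of at least 50% after viability correction, with every replicate also passing that limit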;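 further: firefly luciferase signal divided by Alamar Blue viability fluorescence both relative to DMSO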
# LGR2 antag = Drosophila LGR2 receptor signaling inhibition; inhibition, % at 9.99 µM; 380,000 compounds, 0.35% hits; AID 720647; HEK293 LGR2, CRE-luciferase, bursicon-stimulated, 4 h;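 active means drop in luminescence signal, shown as inhibition above about 50% in the replicate tests, limit read from the data, passing the limit was not always enough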;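 further: agonist challenge used bursicon conditioned medium at about half maximal strength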
# miR122 inh = blocks miR-122 activity in Huh7 sensor cells | Huh7 miR-122 Renilla luciferase sensor, 48 h; neutral wells = 0, positive control = 100 | activation (reporter increase), % at 12.5 µM | 340,000 compounds, 0.3% hits;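 active means mean replicate activation score at least 90 and every replicate individually at or above 90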;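 further: higher luciferase means less miR-122 activity so hits act as miR-122 inhibitors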
# Active calls of the source: *; . = no result given; & = joins results of further samples; ! = not confirmed by another sample; [ ] = dose if it differs, or a comment.
1: CO[C@@H]1CN(C)C(=O)c2cc(NS(=O)(=O)c3cn(C)cn3)ccc2OC[C@H](C)NC[C@@H]1C
2: C=C(C)CN(CC)C(=O)CN1C(=O)NC(C)(c2ccc3ccccc3c2)C1=O (centres undefined)
3: CN(C)/C=N/c1ncc(C(=O)c2ccc(Cl)cc2Cl)s1
4: COc1ccc(-c2ccc(C(=O)NC(C)C)c3occc23)c(C)c1
5: COc1ccc(C(=O)NNC(=O)c2ccccc2[N+](=O)[O-])cc1Br
6: COc1cccc(C(C(=O)NC2CCCC2)N(C(=O)c2ccco2)c2ccc(-n3cnnn3)c(C)c2)c1OC (centres undefined)
Compound	1	2	3	4	5	6
Cneo AK release	.	.	.	16	.	.
PGC1a acetyl inh	-4	.	.	-1	.	-1
FN deposition inh	-4	-1	-4	.	0	-2
PAX8 reporter	.	24	-11	-2	-1	-6
Casp6 inh	0	0	1	3	-1	1
EWS-Fli inh	-3	2	-11	7	-3	-7
LGR2 antag	0	-9	10	22	16	9
miR122 inh	.	.	.	5	.	.

# Among those listed so far, two contain four or more nitrogen atoms:
1: CO[C@@H]1CN(C)C(=O)c2cc(NS(=O)(=O)c3cn(C)cn3)ccc2OC[C@H](C)NC[C@@H]1C
6: COc1cccc(C(C(=O)NC2CCCC2)N(C(=O)c2ccco2)c2ccc(-n3cnnn3)c(C)c2)c1OC (centres undefined)
Compound	1	6
Cneo AK release	.	.
PGC1a acetyl inh	-4	-1
FN deposition inh	-4	-2
PAX8 reporter	.	-6
Casp6 inh	0	1
EWS-Fli inh	-3	-7
LGR2 antag	0	9
miR122 inh	.	.

# Following part
7: O=C(Nc1cc(Cl)ccc1-n1cncn1)c1ccc(F)c(S(=O)(=O)N2CCOCC2)c1
8: Cc1noc(C)c1NC(=O)N(C)C[C@H]1OCCCC[C@H](C)Oc2ccc(NC(=O)CCC(F)(F)F)cc2C(=O)N([C@@H](C)CO)C[C@H]1C
9: O=C(NC1CCCCC1)N1CC(=O)N2[C@H](CO)[C@@H](c3ccc(-c4cccc(F)c4)cc3)[C@H]2C1
10: CCCS(=O)(=O)N1CCC(C(=O)NCCCN2CCC(Cc3ccccc3)CC2)CC1
11: CC(=O)NCC(=O)N(Cc1ccco1)C1(C(=O)NC2CCCCC2)CCCCC1
12: Cc1cc2oc(C(=O)N(Cc3ccccc3)c3ccccn3)cc(=O)c2cc1Cl
Compound	7	8	9	10	11	12
Cneo AK release	2	-2	.	3	1	1
PGC1a acetyl inh	.	-9	-9	1	-18	3
FN deposition inh	-3	.	.	2	-5	-11
PAX8 reporter	7	-1	22	.	.	20
Casp6 inh	2	1	-1	.	.	-2
EWS-Fli inh	-18	-1	-1	.	.	0
LGR2 antag	-13	1	-4	.	.	-3
miR122 inh	-4	3[16.7 µM]	.	13	-3	-4

13: Cc1noc(C)c1NC(=O)Nc1ccc2c(c1)C(=O)N([C@@H](C)CO)C[C@@H](C)[C@H](CN(C)CC1CCCCC1)O2
14: Cc1cnc(C(=O)NC(C)CCc2ccccc2)cn1 (centres undefined)
15: O=C(O)C1=C[C@H](c2csc3ccccc23)C[C@H](OCCCCO)O1
16: COc1ccc(-c2nc(CSCC(=O)N3CCc4ccccc4C3)c(C)o2)cc1OC
17: CN1CCN(C(=O)C[C@@H]2C[C@H]3c4cc(NC(=O)Nc5ccc(F)cc5)ccc4O[C@H]3[C@H](CO)O2)CC1
18: CC1CCCC(C)N1C(=O)COc1ccc([N+](=O)[O-])cc1Cl (centres undefined)
Compound	13	14	15	16	17	18
Cneo AK release	0	.	40&-3	-2	17	.
PGC1a acetyl inh	-9	.	-5&5	4	-1	-4
FN deposition inh	-14	0	4	-4	-3	3
PAX8 reporter	-34	-27	8&-3	-4	.	-20
Casp6 inh	-1	-3	-1&7	5	1	-3
EWS-Fli inh	2	0	-7&4	7	-2	-12
LGR2 antag	-2	-1	-8	0	5	17
miR122 inh	-11[16.7 µM]	.	-3	-4	0[16.7 µM]	.

19: Cc1ccc(NC(=O)CSc2ncn[nH]2)c([N+](=O)[O-])c1
20: Cc1ccc(C(=O)Nn2cnc3ccccc3c2=O)cc1C
21: CCCC#Cc1ccc([C@H]2[C@H](CO)N3CCCCN(CC4CC4)C[C@@H]23)cc1
22: CCC(C)N1C(=O)c2ccccc2C1C(=O)NC1CCCCCC1 (centres undefined)
23: CCOC(=O)c1cc(NC(=O)Nc2ccccc2OC)c(C)nc1C
24: COc1cccc(NC(=O)CN(C)C(=O)c2cc(CN3C(=O)c4ccccc4C3=O)ccc2OC)c1
Compound	19	20	21	22	23	24
Cneo AK release	-1	-3	0	.	-1	1
PGC1a acetyl inh	.	-5	-12	-16	-1	-14
FN deposition inh	6	-3	.	5	.	-2
PAX8 reporter	-12	-123	-7	.	.	-1
Casp6 inh	0	1	-1	.	.	3
EWS-Fli inh	-2	-80	3	.	.	5
LGR2 antag	5	-15	.	8	-2	5
miR122 inh	8	-5	-25[16.7 µM]	-14	0	5

25: Cc1cc(=O)[nH]c(N/N=C/CCc2ccccc2)n1
26: CC1CN(C(=O)c2cccc(Oc3ccccc3)c2)CC(C)O1 (centres undefined)
27: CCCCCCCCCCCCCCCC[n+]1ccccc1
28: Cc1ccc(N2CCN(C(=O)N3CCOCC3)CC2)cc1C
29: COc1ccc(NC(=O)N(C)C[C@@H]2Oc3ccc(NS(=O)(=O)c4ccccc4)cc3C(=O)N([C@H](C)CO)C[C@@H]2C)cc1
30: C=CCN1C(=O)CN=C1Nc1cc(C)ccc1C
Compound	25	26	27	28	29	30
Cneo AK release	.	0	4&-5&10	.	-1	0
PGC1a acetyl inh	.	-11	9&-12&-40	-15	0	-3
FN deposition inh	-10	5	29&21&4	-16	.	-10
PAX8 reporter	-2	15	95*	1	.	5
Casp6 inh	0	2	-120&-172&-125	0	1	.
EWS-Fli inh	6	.	60*	-6	-8	.
LGR2 antag	1	-15	61*!	11	-14	.
miR122 inh	.	-3	-49&-24	3	-6[16.7 µM]	-2

# Shown as a hit in LGR2 antag, of those listed so far:
no.	Molecule	PGC1a acetyl inh	Casp6 inh	LGR2 antag	miR122 inh
27	CCCCCCCCCCCCCCCC[n+]1ccccc1	9&-12&-40	-120&-172&-125	61*!	-49&-24

# Next part.
31: COc1ccc(S(=O)(=O)N(C)C[C@@H]2Oc3ccc(NC(=O)Nc4cccc5ccccc45)cc3CC(=O)N([C@H](C)CO)C[C@@H]2C)cc1
32: CCC(=O)NC(=S)Nc1cccc(NC(=O)c2ccccc2C)c1
33: COc1ccc(/C=N\Nc2ccc([N+](=O)[O-])cc2)c(C(=O)O)c1OC
34: CC1CCC(C(=O)NC(C(=O)NCCCN2CCOCC2)C(C)C)CC1 (centres undefined)
35: CC1CCN(Cc2c(C#N)c3ccccc3n2C)CC1
36: CCS(=O)(=O)N1CCC2(CC1)CN(Cc1ccc3c(c1)OCO3)[C@H](CO)c1c2c2ccc(OC)cc2n1C
Compound	31	32	33	34	35	36
Cneo AK release	.	.	.	.	0	.
PGC1a acetyl inh	1	-5	0	2	-8	-5
FN deposition inh	13	-5	1	-39	7	.
PAX8 reporter	.	-14	3	-2	.	.
Casp6 inh	1	3	1	1	.	1
EWS-Fli inh	0	9	-2	.	.	15
LGR2 antag	5	19	-4	20	.	6
miR122 inh	-1[16.7 µM]	8	2	5	-1	.

37: O=C1CCN2C=Nc3cccc4ccc1c2c34
38: C[C@@H]1CCCCO[C@H](CN(C)C(=O)Nc2ccc(F)cc2)[C@@H](C)CN([C@H](C)CO)C(=O)c2cc(NC(=O)c3ccccc3)ccc2O1
39: OCCNCCNCc1ccc(-c2ccccc2)cc1
40: COCC(=O)N1CC(=O)N2[C@@H](CO)[C@H](c3ccc(C#CC(C)C)cc3)[C@@H]2C1
41: CCN1C[C@@H]2[C@@H]3C(=O)N(Cc4ccccc4)C(=O)[C@@H]3[C@](CC)(C1=O)N2C(=O)c1ccc(F)cc1
42: CC1(C)CC(=O)C2=C(C1)OC(N)=C(C#N)C2c1ccccc1[N+](=O)[O-] (centres undefined)
Compound	37	38	39	40	41	42
Cneo AK release	0	-1&-2	.	.	1	.
PGC1a acetyl inh	22	3&-8	.	7	.	-15
FN deposition inh	2	2	-114	.	9	11
PAX8 reporter	-13	16&7	1	-13	2	12
Casp6 inh	.	1&-1	-4	-1	2	-2
EWS-Fli inh	.	-4&1	4	-2	-4	15
LGR2 antag	.	3	20	5	4	5
miR122 inh	-6	3	.	.	-13	.

43: [O-]/C(=C(\C(=S)Nc1ccc(SC(F)F)cc1)[n+]1ccccc1)c1ccc(Cl)cc1Cl
44: C[C@H](CO)N1C[C@H](C)[C@@H](CN(C)C(=O)Nc2ccccc2)Oc2ccc(NC(=O)Nc3ccccc3)cc2C1=O
45: CCOc1nc(NC(C)C)nc(NC(C)C)n1
46: CCCc1cc(=O)[nH]c(N2CCN(Cc3ccc4c(c3)OCO4)CC2)n1
47: Cc1ccc(C(=O)Nc2ccc(O)c(C(=O)O)c2)o1
48: Cc1ccc(CNC(=O)C(N=C2NS(=O)(=O)c3ccccc32)C(C)C)cc1 (centres undefined)
Compound	43	44	45	46	47	48
Cneo AK release	0	-2&-2	0	3	1	7
PGC1a acetyl inh	10	15	6	7	-11	-6
FN deposition inh	-4	9	7	0	1	0
PAX8 reporter	4	-7&-1	.	-13	15	-4
Casp6 inh	-2	0&2	.	-1	8	3
EWS-Fli inh	-18	-2&-4	.	-1	.	4
LGR2 antag	-71	-12&-5	.	4	-1	21
miR122 inh	-8	0[16.7 µM]	-5	-7	-2	-2

# Complete entries, looked up by structure:
# Shown for [O-]/C(=C(\C(=S)Nc1ccc(SC(F)F)cc1)[n+]1ccccc1)c1ccc(Cl)cc1Cl = Cneo AK release: 0; PGC1a acetyl inh: 10; FN deposition inh: -4; PAX8 reporter: 4; Casp6 inh: -2; EWS-Fli inh: -18; LGR2 antag: -71; miR122 inh: -8
# Shown for Cc1ccc(CNC(=O)C(N=C2NS(=O)(=O)c3ccccc32)C(C)C)cc1 (centres undefined) = Cneo AK release: 7; PGC1a acetyl inh: -6; FN deposition inh: 0; PAX8 reporter: -4; Casp6 inh: 3; EWS-Fli inh: 4; LGR2 antag: 21; miR122 inh: -2

# (continued)
49: S=C(Cc1ccc(Cl)cc1)N1CCOCC1
50: COc1cccc(C(=O)NCC(c2ccc3c(c2)OCO3)N2CCN(c3ccc(F)cc3)CC2)c1 (centres undefined)
51: C=CCN1C(=O)C(O)=C(C(C)=O)C1c1ccccc1F (centres undefined)
52: C[C@@H]1CN([C@@H](C)CO)S(=O)(=O)c2ccc(C#CC3CC3)cc2O[C@@H]1CN(C)C(=O)CC1CC1
53: Cc1ccc(-c2csc(-c3ccncc3)n2)cc1
54: COc1ccccc1NC(=O)N1CCCC1C(=O)NCc1cccs1 (centres undefined)
55: CC1CCCC(C)N1S(=O)(=O)c1ccc(S(=O)(=O)NCc2ccccc2)cc1 (centres undefined)
56: CN1/C(=C/C(=S)NC(=O)C2(C)CC2(Cl)Cl)C(C)(C)c2ccccc21 (centres undefined)
57: CCC(C)[C@H]1CNC(=O)C(=O)N1CCCCC1CCCCC1 (some centres undefined)
Compound	49	50	51	52	53	54	55	56	57
Cneo AK release	.	0	10	-1	.	.	0	0	.
PGC1a acetyl inh	-14	.	.	-34	.	.	1	-5	.
FN deposition inh	-5	-2	-10	-21	-1	4	.	7	-15
PAX8 reporter	-19	9	-11	.	-171	8	.	18	12
Casp6 inh	-1	-3	.	-1	-1	2	-2	1	1
EWS-Fli inh	-2	17	.	-3	-76	8	13	8	12
LGR2 antag	-11	16	.	19	-67	1	-2	23	0
miR122 inh	-3	-4	-10	-12[16.7 µM]	.	8	-5	2	.
